Mtb BioA inh: blocks M. tuberculosis BioA enzyme activity; purified M. tuberculosis BioA enzyme, plate reader; inhibition, % at 9.99 µM; actives 0.096% (n = 360,000); in the data active means inhibition above about 40%; inconclusive means no clear call, values can overlap the other calls
BoNT F protease: BoNT F light chain protease inhibition | Multiplex microsphere protease cleavage assay, flow cytometry | inhibition, % at 10 µM | actives 0.22% (n = 360,000); in the data active means inhibition above about 35%, passing the limit was not always enough; inconclusive means no clear call, values can overlap the other calls; further: plate controls were buffer without enzyme for full effect and enzyme alone for no effect
PrPC surface inh: reduces human prion protein on the cell surface | AID 720596 | cell surface PrPC, TR-FRET read-out | actives 0.43% (n = 370,000) | inhibition, % at 13.8 µM; in the data active means inhibition above about 24%; further: 0% = median of the test wells and 100% = reference compound wells
UGM FP inh: blocks M. tuberculosis UGM enzyme; inhibition, % at 10 µM; purified UGM, fluorescence polarization probe displacement; AID 504406; P9WIQ1; actives 0.06% (n = 320,000); in the data active means inhibition above about 10%, passing the limit was not always enough; inconclusive means no clear call, values can overlap the other calls
MazEF act: MazEF (E. coli) toxin RNase activation; activation, % at 20 µM; actives 0.32% (n = 350,000); FAM/BHQ RNA-DNA oligo cleavage fluorescence, 5 h; P0AE70; in the data active means activation above about 50%
Target sequence (P0AE70 whole entry, looked up): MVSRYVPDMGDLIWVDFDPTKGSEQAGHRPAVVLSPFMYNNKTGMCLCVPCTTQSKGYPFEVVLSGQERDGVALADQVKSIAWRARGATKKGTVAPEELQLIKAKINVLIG
FadD28 binding: inhibitors of Mycobacterium tuberculosis FadD28 bisubstrate binding | inhibition, % at 12.5 µM | FadD28 bisubstrate probe binding, fluorescence polarization | actives 0.22% (n = 360,000) | AID 588549; in the data active means inhibition above about 8.5%, passing the limit was not always enough; inconclusive means no clear call, values can overlap the other calls
GDH-TPI inh: counter-screen for M. tuberculosis FBA inhibitors: GDH-TPI coupled enzymes; inhibition, % at 4.8 µM; actives 1.2% (n = 360,000); GDH-TPI coupled enzyme counterscreen, NADH absorbance; in the data active means inhibition above about 30%;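 further: 0% = DMSO wells and 100% = wells lacking the enzyme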
Rv3671c inh: Rv3671c (M. tuberculosis) protease inhibition. AID 2606. inhibition, % at 5.96 µM. actives 0.048% (n = 320,000); in the data active means inhibition above about 38%;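 further: extracellular domain of Rv3671c used as enzyme; 0% = enzyme with DMSO and 100% = no enzyme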
Target sequence (P9WHR9 whole entry, looked up, the tested form may be a part): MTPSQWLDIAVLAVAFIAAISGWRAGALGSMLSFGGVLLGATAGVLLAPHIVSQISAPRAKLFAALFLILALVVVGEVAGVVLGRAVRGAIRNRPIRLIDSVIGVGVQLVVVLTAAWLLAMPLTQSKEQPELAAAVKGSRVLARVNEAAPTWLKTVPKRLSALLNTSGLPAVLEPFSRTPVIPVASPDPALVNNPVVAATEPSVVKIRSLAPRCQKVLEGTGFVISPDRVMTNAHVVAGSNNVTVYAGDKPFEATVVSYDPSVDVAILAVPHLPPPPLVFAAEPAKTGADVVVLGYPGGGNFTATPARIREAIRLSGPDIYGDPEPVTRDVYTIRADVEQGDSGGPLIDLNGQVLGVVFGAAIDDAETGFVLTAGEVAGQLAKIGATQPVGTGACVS
Mtb FBA inh: inhibitors of M. tuberculosis fructose-bisphosphate aldolase | AID 588726 | purified M. tuberculosis FBA, fluorescence read-out | actives 2.3% (n = 360,000) | inhibition, % at 1 µM | P9WQA3; in the data active means inhibition above about 27%;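 further: 0% = vehicle and 100% = reference inhibitor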
Target sequence (P9WQA3 whole entry, looked up): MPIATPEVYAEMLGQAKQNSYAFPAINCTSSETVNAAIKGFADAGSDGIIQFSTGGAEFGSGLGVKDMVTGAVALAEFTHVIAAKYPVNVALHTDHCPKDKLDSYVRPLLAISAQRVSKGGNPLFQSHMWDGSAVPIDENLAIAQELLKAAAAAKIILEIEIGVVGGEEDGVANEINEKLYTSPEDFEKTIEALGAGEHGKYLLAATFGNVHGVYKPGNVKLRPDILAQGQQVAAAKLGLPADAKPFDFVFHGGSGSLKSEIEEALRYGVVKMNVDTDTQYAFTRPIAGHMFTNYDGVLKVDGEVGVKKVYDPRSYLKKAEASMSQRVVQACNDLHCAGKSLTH
Numbers without * were called inactive; ? = inconclusive; . = no result given. Hits appear at their usual frequency; overall some 4.8% were active at least once.

no. | smiles | Mtb BioA inh | BoNT F protease | PrPC surface inh | UGM FP inh | MazEF act | FadD28 binding | GDH-TPI inh | Rv3671c inh | Mtb FBA inh
1 | Cc1cc2cc(CNC(=O)Nc3ccccc3)ccc2n1C | -1.1 | -153 | 12 | -0.9 | 10 | -4.1 | 7 | -8 | -2
2 | Cc1ccc(S(=O)(=O)Nc2cc3c(cc2C#N)OCO3)cc1C(N)=O | -1.9 | 12 | -3 | -0.3 | 1 | -0.1 | 3 | -2 | 0
3 | COc1ccc(C)cc1S(=O)(=O)N(C)CC(=O)N1CCC(C)CC1 | -0.5 | -2 | 0 | 2.7 | -2 | -3.1 | -1 | -13 | 1
4 | Cc1ccc(N2C(=O)CC(NNc3nc4ccccc4s3)C2=O)cc1 (stereo not given) | -0.7 | 3 | -1 | 2.5 | -4 | -3.8 | 6 | 1 | 1
5 | NNC(=O)c1cc2cc(Oc3ccccc3)ccc2[nH]1 | -1.1 | -4 | -3 | 4.0 | 8 | -6.4 | 8 | -154 | 7
6 | O=C(COc1ccc(F)cc1)Nc1ccc2c(c1)OCCO2 | -0.2 | 1 | 3 | 0.6 | -9 | -1.5 | 12 | -4 | 3
7 | CC(=O)Nc1cncc(-c2cccc(C(=O)NC3CC3)c2)n1 | 8.6 | 0 | -2 | . | . | -4.2 | 11 | . | 2
8 | CCOc1ccccc1N=Nc1c(C)[nH]n(-c2ccccc2)c1=O | -2.2 | -10 | . | 3.4 | 9 | 0.6 | 2 | 5 | 1
9 | CC(C)(C)OC(=O)NCCCCCNC(=O)c1nc[nH]c1C(=O)NCC(=O)OCc1ccccc1 | 0.2 | -16 | -3 | -7.1 | 7 | -1.2 | 10 | 1 | 4
10 | CCOC(=O)N1CCN(C(=O)C2CC(c3cc(OC)ccc3OC)=NO2)CC1 (stereo not given) | -0.3 | -1 | 0 | 5.8 | -5 | -3.0 | 0 | 12 | 2
11 | CN(C)CC1CCC/C(=C\c2ccc(OC(=O)/C=C/c3ccccc3)cc2)C1=O (stereo not given) | . | 11 | -1 | . | -5 | -1.0 | 5 | . | 3
12 | COc1ccc(OCC(=O)NC(=S)NNC(=O)COc2ccc(Br)cc2Cl)cc1 | -0.2 | -2 | -1 | 0.7 | 3 | 0.5 | -1 | 1 | 2
13 | Cc1ccccc1CSc1nnc(-c2ccncc2)o1 | 2.1 | -3 | 4 | -0.2 | 2 | -2.8 | -2 | -12 | -9
14 | O=C(NNC(=O)[C@@H]1CCCC[C@@H]1C(=O)O)Nc1ccccc1 | . | -2 | 2 | 1.9 | -2 | -3.7 | -5 | -9 | -5
15 | Cc1nc2c(C(=O)N3CCCCC3)cnn2c(C)c1Cc1ccccc1F | 38 | -7 | 10 | -1.4 | -1 | -1.5 | 6 | 3 | 20
16 | O=C1N(c2ccccc2)C[C@@H]2C[C@@H](c3cc4ccccc4o3)N3CCC[C@@]123 | . | -9 | 40* | . | 2 | -1.8 | 9 | . | 4
17 | O=C1[C@@H]2[C@@H]3C[C@@H]([C@H]4ON=C(c5ccc(Cl)cc5)[C@@H]34)[C@@H]2C(=O)N1c1ccc2c(c1)OCO2 | . | -3 | -2 | 0.2 | -2 | -3.7 | -3 | -7 | -5
18 | CC(Sc1ncnc2c1cnn2-c1ccccc1)C(=O)NCC1CCCO1 (stereo not given) | 1.8 | 13 | 10 | 1.4 | 2 | -0.4 | 0 | 2 | 4
19 | CC/C(=N\NC(=O)c1ccc2c(c1)OCO2)c1ccccc1 | 1.7 | 10 | 11 | -2.6 | 3 | -3.0 | 2 | . | 0
20 | COc1cc(-c2ccc3oc(-c4ccsc4)cc3c2)cc(OC)c1OC | -1.0 | 2 | -7 | -1.8 | -1 | -4.3 | 2 | 1 | -1
21 | Cc1ccccc1-c1nnc(SCC(=O)NC2CCS(=O)(=O)C2)n1C (stereo not given) | -0.1 | -2 | -1 | 0.3 | 3 | -0.4 | 3 | 8 | 2
22 | O=C(O)CCn1c(Cc2ccccc2)nc2ccccc21 | 0.2 | ? | 6 | 0.2 | 8 | -2.6 | 2 | 10 | 3
23 | COc1ccccc1N(CC(=O)Nc1ccccc1C(F)(F)F)S(=O)(=O)c1cccs1 | -0.7 | -12 | 4 | 2.8 | -6 | -1.9 | 7 | -8 | 0
24 | Cc1cccc(N=Nc2c(C)nn(-c3ccccc3)c2N)c1C | . | -6 | -7 | 0.2 | 2 | -0.5 | 26 | -3 | -4
25 | NC(=O)c1ccsc1NC(=O)COC(=O)c1ccc(Cl)nc1 | 0.8 | -28 | 3 | 0.0 | -9 | -2.8 | 5 | 0 | 2

Brought forward from above: four entries, followed by the next part.
no. | smiles | Mtb BioA inh | BoNT F protease | PrPC surface inh | UGM FP inh | MazEF act | FadD28 binding | GDH-TPI inh | Rv3671c inh | Mtb FBA inh
22 | O=C(O)CCn1c(Cc2ccccc2)nc2ccccc21 | 0.2 | ? | 6 | 0.2 | 8 | -2.6 | 2 | 10 | 3
23 | COc1ccccc1N(CC(=O)Nc1ccccc1C(F)(F)F)S(=O)(=O)c1cccs1 | -0.7 | -12 | 4 | 2.8 | -6 | -1.9 | 7 | -8 | 0
24 | Cc1cccc(N=Nc2c(C)nn(-c3ccccc3)c2N)c1C | . | -6 | -7 | 0.2 | 2 | -0.5 | 26 | -3 | -4
25 | NC(=O)c1ccsc1NC(=O)COC(=O)c1ccc(Cl)nc1 | 0.8 | -28 | 3 | 0.0 | -9 | -2.8 | 5 | 0 | 2
26 | CNC(C)c1ccc(S(N)(=O)=O)cc1 (stereo not given) | 0.1 | -6 | -1 | 1.2 | -13 | -1.6 | 2 | 7 | 2
27 | CCCCOCCCNC(=O)c1ccc(NC(C)=O)cc1 | 0.4 | -10 | -8 | 1.2 | -5 | -2.8 | 4 | 1 | 0
28 | Cn1c(O)c(N=NC(=O)CNC(=O)c2cccnc2)c2ccccc21 | 7.5 | 2 | -37 | 2.1 | 2 | -0.7 | 39* | -4 | 0
29 | CC(C)N(C)S(=O)(=O)c1ccc(NC(=O)CSC(=S)N2CCCC2)cc1 | . | -2 | 7 | -2.1 | 1 | ? | -7 | 1 | 1
30 | O=C(NCc1ccc(F)cc1)C1CCN(C(=O)NCc2ccccc2)CC1 | -0.4 | -6 | 2 | 1.2 | 6 | -1.6 | -5 | 4 | 13
31 | O=C(NNc1cccc(Cl)n1)c1ccc(Cl)cc1Cl | -1.8 | -3 | 1 | 4.7 | 0 | -2.2 | -2 | -11 | 2
32 | CC1(C)CC(OC(=O)c2ccccc2)CC(C)(C)N1 | 0.2 | 0 | 3 | -1.2 | 11 | 0.4 | 13 | 5 | -2
33 | c1ccc(-c2nnc(N3CCOCC3)nc2-c2ccccc2)cc1 | 1.7 | 9 | -24 | 1.0 | -1 | -2.5 | 14 | 1 | 0
34 | O=C(CCCCCCCC(=O)NNC(=O)Nc1ccccc1)NNC(=O)Nc1ccccc1 | . | 34 | -3 | -0.7 | 17 | -2.3 | 6 | -7 | 1
35 | Cn1c(CN2CCC(C(N)=O)CC2)c(C#N)c2ccccc21 | 1.3 | 3 | -6 | -1.2 | -1 | 0.4 | -2 | -2 | -3
36 | Cc1ccc(C)c(N(C(=O)c2snc(C(N)=O)c2N)C(C(=O)NCC2CCCO2)c2ccc(C)o2)c1 (stereo not given) | . | -24 | -6 | 2.2 | 4 | -5.0 | 2 | -3 | 37*
37 | CCC(=O)Nc1nnc(-c2ccco2)o1 | -1.4 | -2 | 4 | 2.1 | -11 | -0.8 | 1 | -8 | 1
38 | CCSc1nnc(NC(=O)C2CCCN(C(=O)c3ccc(Cl)cc3)C2)s1 (stereo not given) | 1.2 | -5 | -5 | . | 5 | -2.1 | 7 | . | 0
39 | Cc1csc(CNC(=O)c2cc(COc3c(C)cccc3C)on2)n1 | -1.8 | -1 | 2 | 0.8 | -24 | 0.5 | 9 | -22 | -2
40 | CC1=NN(S(=O)(=O)c2ccc(Cl)cc2Cl)C(=O)c2ccccc2O1 | -0.6 | -4 | 2 | 6.4 | 4 | -4.2 | 5 | -2 | 0
41 | Cc1cc(C(=O)CSc2nnnn2C)c(C)n1Cc1ccco1 | . | -4 | 0 | 1.4 | 0 | -0.9 | 8 | 3 | -2
42 | COC(=O)c1ccc(C(=O)Nc2nc3cc(N)c(C)cc3s2)cc1 | -1.7 | -15 | -6 | 1.3 | 14 | -5.2 | 10 | 0 | 1
43 | O=C(c1cccc(C(F)(F)F)c1)N1CCC(O)(CS(=O)(=O)Cc2ccccc2Cl)CC1 | 4.6 | -3 | -12 | -2.4 | -14 | -3.3 | -1 | 3 | 0
44 | CC(C)CCN1CN(S(=O)(=O)c2cccs2)c2nc3ccccc3nc21 | 0.5 | 0 | -2 | -1.7 | -8 | -0.5 | 29 | -4 | 14
45 | COc1ccc(S(=O)(=O)N2CCOC2CNC(=O)C(=O)NCCc2ccccc2OC)cc1 (stereo not given) | 0.6 | 0 | 3 | -4.0 | 5 | -3.3 | 1 | 0 | -1
46 | COCC(=O)N(Cc1cc2cc(C)ccc2[nH]c1=O)c1ccccc1 | -0.6 | -34 | 9 | 2.6 | 4 | 0.3 | 21 | -6 | 7
47 | CC1=CC(C)(C)N(C(=O)CSc2nnc(C)s2)c2ccc(C)cc21 | 0.7 | -10 | 7 | -1.0 | 0 | -1.3 | 7 | -3 | 2
48 | CC1CCCCC1NC(=O)C1CCN(S(=O)(=O)c2ccc(-n3cnnn3)cc2)CC1 (stereo not given) | -0.6 | 1 | -6 | 0.3 | 7 | -0.7 | 8 | 0 | 3
49 | C=C(C)c1cccc(C(C)(C)NC(=O)N2CCCC2)c1 | -0.1 | 1 | 0 | -2.0 | 0 | -3.8 | -8 | 10 | 2
50 | CCOC(=O)c1c(NC(=O)C2COc3ccccc3O2)sc(C)c1C (stereo not given) | -3.9 | 8 | 0 | 2.6 | -1 | 1.8 | 14 | -1 | 9

no. | smiles | Mtb BioA inh | BoNT F protease | PrPC surface inh | UGM FP inh | MazEF act | FadD28 binding | GDH-TPI inh | Rv3671c inh | Mtb FBA inh
51 | Cc1ccc(OCC(=O)Nc2cc(S(=O)(=O)N3CCCCC3)ccc2N2CCN(C)CC2)c(C)c1 | -3.2 | -2 | 0 | 2.4 | 4 | -1.8 | 7 | 2 | 7
52 | Cc1cc(Br)cc(Br)c1OCC(=O)NNC(=O)CCC(=O)NCc1ccccc1 | -3.9 | -1 | -4 | -3.2 | -5 | -0.5 | 10 | . | 0
53 | Cc1ccc(NC(=O)CN2C(=O)S/C(=C\c3cc(C)n(C)c3C)C2=O)cc1 | -0.4 | -2 | 0 | 1.7 | -13 | -1.8 | 21 | -19 | 0
54 | O=C(O)c1nn2c(C(F)(F)F)cc(-c3cccs3)nc2c1Cl | . | -2 | -32 | -0.6 | -4 | -1.4 | 11 | 1 | -4
55 | CC(=O)Nc1ccc2ccccc2c1[N+](=O)[O-] | -0.8 | 1 | -6 | . | 3 | -3.6 | -6 | . | -2
56 | O=C(O)c1ccc(/C=N/NC(=S)NCCN2CCOCC2)cc1 | -1.5 | -12 | -4 | -0.6 | 9 | -1.0 | 46* | -3 | -5
57 | Cc1ccc(S(=O)(=O)Nc2ccc(N3CCOCC3)nc2)cc1 | . | 1 | 8 | 0.8 | 5 | -4.3 | -12 | 2 | -9
58 | Nc1cccc2c1C(=O)N(CCOc1ccc(F)cc1)C2=O | -0.3 | 4 | -13 | 2.4 | 5 | -0.1 | 6 | -7 | 6
59 | O=c1[nH]c2ccc(NC(=S)NCCc3ccccc3)cc2[nH]1 | 0.5 | 6 | -1 | 0.9 | -5 | -2.8 | -9 | -3 | 3
60 | COc1ccc(CCNC(=O)C(=O)NCCCN2CCOCC2)cc1 | -1.9 | -5 | -11 | 0.1 | 0 | ? | 0 | 1 | 4
61 | COc1ccc(-n2c(=O)c3c(C)c(C)sc3n(Cc3ccc(F)cc3)c2=O)c(OC)c1 | . | -3 | 4 | 5.8 | -10 | -2.0 | -4 | -14 | 0
62 | COc1ccc(S(=O)(=O)NCC2CCCN(C(=O)CSC)C2)cc1 (stereo not given) | -1.0 | -9 | 9 | -1.4 | 4 | 0.0 | 2 | -1 | 3
63 | Cc1ccccc1NC(=S)N1CCN(c2ccccc2Cl)CC1 | -0.6 | 12 | 3 | -4.0 | -5 | -3.3 | -6 | -1 | -4
64 | O=C(c1ccco1)N1CCCC(c2ccccc2)C1 (stereo not given) | -0.7 | 1 | 0 | -2.7 | 4 | -1.8 | -1 | 0 | -5
65 | COc1cc2cnc(-c3ccccc3F)cc2cc1OC | 0.4 | -1 | 5 | -3.5 | 7 | -4.8 | 11 | 6 | 5
